M1 PAM parental: nonselective activator or artifact in parental CHO-K1 calcium assay | ATP EC20, Fluo-8 calcium fluorescence; 0% at ATP EC20, 100% at ATP max | activation, % at 3 µM | 0.02% of 360,000 active | AID 602247;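 active = activation above the run cutoff, the mean activation of all test compounds plus 3 SD, cut at about 40% in these data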;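 note: peak over basal fluorescence ratio in a 140 s read after ATP addition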
TAAR1 antagonist: human TAAR1 antagonism; Q96RJ0; CHO RD-HGA16 TAAR1, Fluo-8 calcium fluorescence, antagonist; inhibition, % at 3 µM; 1.5% of 360,000 active;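 active = inhibition above a per-plate cutoff, the mean inhibition of test compounds on that plate plus 3 SD, cut at about 49% in these data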;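 note: 0% = DMSO plus EC80 beta-PEA response and 100% = DMSO alone without agonist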
Target sequence (Q96RJ0 whole entry, looked up): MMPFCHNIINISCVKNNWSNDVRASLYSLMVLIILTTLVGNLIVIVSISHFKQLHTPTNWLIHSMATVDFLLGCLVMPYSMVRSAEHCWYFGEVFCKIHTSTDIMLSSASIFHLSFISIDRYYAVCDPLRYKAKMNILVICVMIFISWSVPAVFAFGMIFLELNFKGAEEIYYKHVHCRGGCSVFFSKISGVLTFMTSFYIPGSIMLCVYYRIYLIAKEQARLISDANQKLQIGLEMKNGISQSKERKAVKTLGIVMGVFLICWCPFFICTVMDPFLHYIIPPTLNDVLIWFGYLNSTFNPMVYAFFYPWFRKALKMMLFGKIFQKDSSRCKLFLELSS
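Test system: hTAAR1-expressing CHO RD-HGA16 cells, Gα16-coupled; Probe or stimulus: EC80 β-phenethylamine stimulus; Compound dosing: single nominal final test compound concentration of 3 µM; Timing: 140 s kinetic read after compound, 140 s after agonist; Signal: Fluo-8 calcium-sensitive fluorescence; Measure: % inhibition of agonist calcium response; Controls: DMSO and EC80 PEA controls.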
GPR7 antag: antagonists of human GPR7 (neuropeptides B/W receptor 1); 1.1% of 290,000 active; inhibition, % at 4.4 µM; AID 1861; GPR7-expressing cells, fluorescence antagonist assay; in the data active = inhibition above about 16%, passing the limit was not always enough;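 note: cells stimulated with the agonist NPW; 0% = agonist with vehicle and 100% = vehicle without agonist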
Target sequence (P48145 whole entry, looked up): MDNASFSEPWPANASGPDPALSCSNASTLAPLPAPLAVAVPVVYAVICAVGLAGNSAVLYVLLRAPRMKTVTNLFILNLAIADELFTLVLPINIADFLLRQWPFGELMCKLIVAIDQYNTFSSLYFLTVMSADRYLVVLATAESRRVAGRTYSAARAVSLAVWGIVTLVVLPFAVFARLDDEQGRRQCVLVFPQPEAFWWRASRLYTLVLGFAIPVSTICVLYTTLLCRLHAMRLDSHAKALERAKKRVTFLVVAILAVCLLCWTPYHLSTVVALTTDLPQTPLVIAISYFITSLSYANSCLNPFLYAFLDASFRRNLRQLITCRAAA
M1 ag parental: M1 agonist counterscreen hit in parental CHO-K1 cells | 0.48% of 360,000 active | activation, % at 3 µM | Fluo-8 calcium fluorescence; scaled to maximal ATP response, vehicle zero | AID 602248; in the data active = activation above about 15%;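 note: untransfected CHO-K1 host cells lacking M1 receptor as counterscreen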
CHO-K1 Ca antag: nonselective inhibitor or artifact in parental CHO-K1 cells; ATP-induced calcium, Fluo-8 fluorescence; AID 602250; inhibition, % at 3 µM; 0.6% of 360,000 active;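 active = inhibition above a per-plate cutoff, the plate's mean sample inhibition plus 3 SD, cut at about 24% in these data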;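 note: 0% = DMSO plus EC80 ATP and 100% = DMSO alone without ATP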
* = called active by the depositor; . = not tested or not shown.

[1] O=C1NC(=S)N(Cc2ccco2)C(=O)/C1=C\c1cccs1
[2] CCCn1cc2c3c(cccc31)C1CC(C)CN(C)C1C2 (stereo unspecified)
[3] Cc1ccc(-n2nc(C)c(C3C(C#N)=C(N)Oc4c3c(=O)oc3ccccc43)c2Cl)cc1 (stereo unspecified)
[4] CC12CCC3C(CC=C4CC(O)CCC43C)C1C/C(=C\N1CCCC1)C2=O (stereo unspecified)
[5] Cc1cccc2nc(-c3ccccc3)c(-c3ccc(CN4CCC(n5c(=O)[nH]c6cc(Cl)ccc65)CC4)cc3)nc12
[6] Cc1cc(O)ccc1Cl
[7] COc1cccc(-c2ccc3c(c2)C2c4cnnn4-c4ccccc4C(=O)N2CC3)c1 (stereo unspecified)
[8] O=C(c1ccccc1)N1Cc2cc(Br)ccc2-n2nncc2C1
[9] Clc1ccc([C@@H]2CC3CCC2N3)cn1 (stereo partly specified)
[10] CC1C2Cc3ccc(O)cc3C1(C)CCN2CC1CC1 (stereo unspecified)

| assay / entry | 1 | 2 | 3 | 4 | 5 | 6 | 7 | 8 | 9 | 10 |
| --- | --- | --- | --- | --- | --- | --- | --- | --- | --- | --- |
| M1 PAM parental | . | . | . | . | . | . | . | . | . | . |
| TAAR1 antagonist | . | . | . | . | -18 | -8 | 2 | -19 | -11 | 12 |
| GPR7 antag | -6 | 5 | 10 | -1 | . | . | . | . | . | . |
| M1 ag parental | . | . | . | . | . | . | . | . | . | . |
| CHO-K1 Ca antag | . | . | . | . | . | . | . | . | . | . |

Brought forward from above: two entries, then new ones.
[9] Clc1ccc([C@@H]2CC3CCC2N3)cn1 (stereo partly specified)
[10] CC1C2Cc3ccc(O)cc3C1(C)CCN2CC1CC1 (stereo unspecified)
[11] COC(=O)C1C(OC(=O)c2ccccc2)CC2CCC1[N+]2(C)C (stereo unspecified)
[12] CCN(CC)C(=O)[C@@H]1C=C2c3cccc4[nH]c(Br)c(c34)C[C@H]2N(C)C1
[13] CC[C@]12CCN(CC3(O)CC3)C(Cc3ccc(O)cc31)C2(C)C
[14] N#Cc1ccc(NC(=S)N2Cc3ccc(Br)cc3-n3nncc3C2)cc1
[15] Fc1ccc2nc(-c3ccc(CN4CCC(n5nnc6ccccc65)CC4)cc3)c(-c3ccccc3)nc2c1
[16] Clc1cc(Cl)cc(CN2Cc3cc(Br)ccc3-n3nncc3C2)c1
[17] CCCN(CCC)CCc1c[nH]c2ccccc12
[18] c1ccc(CCN2CCC3CCNC3C2)cc1 (stereo unspecified)
[19] C=C1C(=O)OC2CCN3CC=C(COC(=O)C(C)(O)C4(CO4)C1C)C23 (stereo unspecified)
[20] O=P(OCCCl)(OCCCl)OCCCl

| assay / entry | 9 | 10 | 11 | 12 | 13 | 14 | 15 | 16 | 17 | 18 | 19 | 20 |
| --- | --- | --- | --- | --- | --- | --- | --- | --- | --- | --- | --- | --- |
| M1 PAM parental | . | . | . | . | . | . | . | . | . | . | . | . |
| TAAR1 antagonist | -11 | 12 | -17 | -12 | -10 | 13 | 45 | -23 | -5 | -8 | -24 | 2 |
| GPR7 antag | . | . | . | . | . | . | . | . | . | . | . | . |
| M1 ag parental | . | . | . | . | . | . | . | . | . | . | . | . |
| CHO-K1 Ca antag | . | . | . | . | . | . | . | . | . | . | . | . |

[21] CCN(C(=O)COC(=O)C(O)(c1ccccc1)c1ccccc1)c1c(N)n(Cc2ccccc2)c(=O)[nH]c1=O
[22] Cc1ccc(OC(=O)N(C)C[C@H]2OCc3cnnn3CCCC(=O)N([C@@H](C)CO)C[C@@H]2C)cc1
[23] Cc1ccc(C(=O)NCCN2CCC3(CC2)C(=O)NCN3c2ccccc2)cc1
[24] CC(C)C(CN1CCC(C)(c2cccc(O)c2)[C@@H](C)C1)NC(=O)C1Cc2ccc(O)cc2CN1 (stereo partly specified)
[25] CCN(C)C(C)Cc1cccc(C(F)(F)F)c1 (stereo unspecified)
[26] Cc1cc(N2CCNC[C@@H]2C)ccc1N1CCN[C@@H](C)C1
[27] O=C(NC1CN2CCC1CC2)c1ccc(Cl)cc1 (stereo unspecified)
[28] CN1CC[C@@H]2CN[C@H](c3ccccc3Br)C[C@@H]21
[29] O=S(=O)(c1ccc(Cl)cc1)N1Cc2ccc(Br)cc2-n2nncc2C1
[30] CC(=O)C1=C(C)OC2=C(C(=O)CCC2)[C@@]12C(=O)N(C)c1ccccc12

| assay / entry | 21 | 22 | 23 | 24 | 25 | 26 | 27 | 28 | 29 | 30 |
| --- | --- | --- | --- | --- | --- | --- | --- | --- | --- | --- |
| M1 PAM parental | . | . | . | . | . | . | . | . | . | . |
| TAAR1 antagonist | -15 | -2 | 99* | 1 | -9 | 9 | -6 | -21 | -3 | -1 |
| GPR7 antag | . | . | . | . | . | . | . | . | . | . |
| M1 ag parental | . | . | . | . | . | . | . | . | . | . |
| CHO-K1 Ca antag | . | . | . | . | . | . | . | . | . | . |

[31] N#Cc1ccc2nc(-c3ccc(CN4CCC(n5nnc6ccccc65)CC4)cc3)c(-c3ccccc3)nc2c1
[32] COc1cccc(NC2=NCCS2)c1
[33] O=C(NCCN1CCC2(CC1)C(=O)NCN2c1ccccc1)c1cc(C(F)(F)F)ccc1C(F)(F)F
[34] CS(=O)(=O)N1Cc2cc(Br)ccc2-n2nncc2C1
[35] CN1OC[C@@H]2CN3C4(C[C@@H]21)c1ccccc1C3(c1ccccc1)c1ccccc14
[36] O=C1C2CC=CCC2C(=O)N1SC(Cl)(Cl)Cl (stereo unspecified)
[37] c1ccc(N2[C@@H]3CC[C@H]2c2ccncc2C3)cc1
[38] COc1ccc(N2C(=O)/C(=C/C=C/c3ccccc3[N+](=O)[O-])C(=O)NC2=S)cc1
[39] CC1=CC(O)C(O)C2(C)C1CC1OC(=O)CC3C(C)C(O)C(=O)C2C13CO (stereo unspecified)
[40] Cc1[nH]nc2ccc(-c3cncc(OC[C@@H](N)Cc4c[nH]c5ccccc45)c3)cc12
[41] CC1=CC(O)C(O)C2(C)C1CC1OC(=O)C(O)C3C(C)C(O)C4(O)OCC13C42 (stereo unspecified)
[42] CCCCCCCCCCOC(=O)CCN1CC1

| assay / entry | 31 | 32 | 33 | 34 | 35 | 36 | 37 | 38 | 39 | 40 | 41 | 42 |
| --- | --- | --- | --- | --- | --- | --- | --- | --- | --- | --- | --- | --- |
| M1 PAM parental | . | . | . | . | . | . | . | . | 5 | 7 | 3 | -22 |
| TAAR1 antagonist | 46 | -17 | -11 | -44 | -36 | 54* | -21 | -5 | . | . | . | . |
| GPR7 antag | . | . | . | . | . | . | . | 1 | . | . | . | . |
| M1 ag parental | . | . | . | . | . | . | . | . | 1.0 | 1.7 | 0.8 | -0.1 |
| CHO-K1 Ca antag | . | . | . | . | . | . | . | . | -8 | -10 | -10 | 1 |

Structures above that contain a Cl atom (9):
[3] Cc1ccc(-n2nc(C)c(C3C(C#N)=C(N)Oc4c3c(=O)oc3ccccc43)c2Cl)cc1 (stereo unspecified)
[5] Cc1cccc2nc(-c3ccccc3)c(-c3ccc(CN4CCC(n5c(=O)[nH]c6cc(Cl)ccc65)CC4)cc3)nc12
[6] Cc1cc(O)ccc1Cl
[9] Clc1ccc([C@@H]2CC3CCC2N3)cn1 (stereo partly specified)
[16] Clc1cc(Cl)cc(CN2Cc3cc(Br)ccc3-n3nncc3C2)c1
[20] O=P(OCCCl)(OCCCl)OCCCl
[27] O=C(NC1CN2CCC1CC2)c1ccc(Cl)cc1 (stereo unspecified)
[29] O=S(=O)(c1ccc(Cl)cc1)N1Cc2ccc(Br)cc2-n2nncc2C1
[36] O=C1C2CC=CCC2C(=O)N1SC(Cl)(Cl)Cl (stereo unspecified)

| assay / entry | 3 | 5 | 6 | 9 | 16 | 20 | 27 | 29 | 36 |
| --- | --- | --- | --- | --- | --- | --- | --- | --- | --- |
| M1 PAM parental | . | . | . | . | . | . | . | . | . |
| TAAR1 antagonist | . | -18 | -8 | -11 | -23 | 2 | -6 | -3 | 54* |
| GPR7 antag | 10 | . | . | . | . | . | . | . | . |
| M1 ag parental | . | . | . | . | . | . | . | . | . |
| CHO-K1 Ca antag | . | . | . | . | . | . | . | . | . |

Compound activity deposited in PubChem BioAssay by The Scripps Research Institute Molecular Screening Center.

Some of the compounds tested, so the mix of outcomes need not match the whole.
